# Screening results as filed in PubChem BioAssay.
# MrgX1 antag = antagonists of human MrgX1 receptor; Q96LB2; MRGX1-HEK293 calcium flux, Fluo-4, BAM8-22 antagonism; hits give low values; B-score at 10 µM; actives 1.3% (n = 310,000);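 active = calcium-response B-score plate-corrected more than 3 library SD below zero, starting fluorescence within 5 deviations, no agonist response on first addition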;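 also: peak minus trough fluorescence over baseline after final BAM8-22 challenge near maximal dose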
# Target sequence (Q96LB2 whole entry, looked up): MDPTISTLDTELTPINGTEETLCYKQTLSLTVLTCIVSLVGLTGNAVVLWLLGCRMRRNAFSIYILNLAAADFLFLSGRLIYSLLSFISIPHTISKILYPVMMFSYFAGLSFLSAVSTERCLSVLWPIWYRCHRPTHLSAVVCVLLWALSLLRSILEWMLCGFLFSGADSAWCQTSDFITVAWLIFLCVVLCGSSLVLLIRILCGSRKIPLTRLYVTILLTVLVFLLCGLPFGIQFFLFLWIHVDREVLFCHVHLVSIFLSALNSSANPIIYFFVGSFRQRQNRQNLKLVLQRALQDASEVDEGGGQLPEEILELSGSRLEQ
# SKKanGAS inh = blocks kanamycin growth of S. pyogenes SKKanGAS strain; BacTiter-Glo, 6 h; AID 1662; inhibition, % at 7.5 µM; actives 1.3% (n = 300,000);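 active = mean replicate score, as percent of positive control median, at least 50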;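 also: strain carries kanamycin resistance gene driven by streptokinase promoter and grows in 40 µg/ml kanamycin; loss of luminescence reflects streptokinase promoter inhibition or plain growth inhibition; 0% = median of DMSO wells and 100% = positive control at its reference dose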
# Platelet DG rel = platelet dense granule release activity. human platelet-rich plasma, SFLLRN dense granule ATP release, luminescence. inhibition, %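 (compounds screened at 7.5 µM in platelet-rich plasma)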. actives 0.22% (n = 300,000). AID 1663;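 active = mean replicate score, as percent of positive control, at or above 50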
# HIF act = HIF pathway transcriptional activation | U2OS HRE-luciferase reporter, luminescence; normalized: DMSO 0%, desferrioxamine 100% | actives 0.32% (n = 300,000) | activation, % at 7.5 µM (by protocol) | AID 1910;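 active = mean activation of at least 10% of the iron chelator positive control signal, with at least half of replicates also reaching 10%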
# RGS4 block = inhibitors of human RGS4; B-score at 10 µM; AID 463165; actives 0.45% (n = 310,000); HEK293 M3R/RGS4 inducible, Fluo-4 calcium flux; hits give high values; triggered by carbachol at its EC20;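 active = B-score, a plate-corrected calcium signal, over three deviations above library mean, with baseline fluorescence within five deviations of library mean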;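 also: RGS4 expression induced by doxycycline in cells with stable M3 receptor; B-score is computed from the integrated fluorescence ratio over baseline after carbachol; higher B-score means a larger calcium signal and so more RGS4 inhibition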
# Target sequence (P49798 whole entry, looked up): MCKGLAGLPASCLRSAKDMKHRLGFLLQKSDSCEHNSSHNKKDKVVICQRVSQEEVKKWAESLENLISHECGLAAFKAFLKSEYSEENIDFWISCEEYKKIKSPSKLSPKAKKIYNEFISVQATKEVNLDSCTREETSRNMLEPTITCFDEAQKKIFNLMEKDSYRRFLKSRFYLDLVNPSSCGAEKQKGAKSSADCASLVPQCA
# MrgX1 PAM = allosterically activates human MrgX1 receptor signaling; MrgX1-HEK293, Fluo-4 calcium flux, FDSS; hits give high values; B-score at 10 µM; Q96LB2; actives 0.63% (n = 310,000);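 active = plate-corrected calcium response at least 3 library SD above typical, normal starting fluorescence, not activating the receptor alone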;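 also: compound read alongside a low EC10 to EC30 dose of BAM8-22 agonist; peak minus trough fluorescence over baseline measured at the second addition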
# TRPC6 inh = blocks the mouse TRPC6 cation channel | actives 1.1% (n = 310,000) | B-score at 10 µM | Q61143 | HEK293-TRPC6, membrane potential dye, ACh-evoked depolarization; hits give low values;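 active = B-score under library mean minus 3 SD, initial fluorescence not abnormally high, positive integrated signal ratio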;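 also: B-score derived from integrated fluorescence ratio over the kinetic read; more negative B-score means stronger inhibition of depolarization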
# MrgX1 ag = activates human MrgX1 receptor signaling | MrgX1-HEK293 cells, Fluo-4 calcium fluorescence, agonist mode; hits give high values | B-score at 10 µM | actives 0.44% (n = 310,000) | AID 588627;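 active = calcium response B-score plate-corrected fluorescence ratio at least 3 library SD, with starting fluorescence B-score inside 5 SD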
#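 Assay system: stable human MrgX1 HEK293 cell line. Quantity: 15,000 cells per well. Schedule: cells plated overnight, dye loaded 0.5 h 37 °C, 0.5 h room temperature. Detection: Fluo-4 NW calcium-flux fluorescence, kinetic read. Read-out basis: peak-minus-minimum fluorescence over baseline, converted to B scores. Control set: positive and negative control wells on each plate.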
# TRPC4 block = inhibitors of mouse TRPC4 channel; Q9QUQ5; HEK293 TRPC4beta/mu-opioid, DAMGO-evoked Fluo4 calcium flux; hits give low values; B-score at 10 µM; actives 0.39% (n = 300,000); AID 2247;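 active = B-score over 3 SD under the library average, no early fluorescence shift, positive overall ratio signal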
#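 Assay system: TRPC4beta/mu-opioid receptor HEK293 cell line; compound dosing: single concentration per test compound; detection: Fluo4 Ca2+ flux fluorescence; evaluation: per-well B score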
# RGS4 act = potentiators or activators of RGS4; HEK293 M3R/inducible RGS4, carbachol calcium flux Fluo4; hits give low values; B-score at 10 µM; actives 0.92% (n = 310,000); AID 463111;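 active = B-score of the integrated calcium signal more than 4 SD below the library mean, with starting fluorescence not abnormally high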;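 also: negative B-score means reduced calcium response which marks RGS4 activation or potentiation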
#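 System: HEK293 FlpIn-TREx cells, stable M3R, doxycycline-inducible RGS4. Timing: overnight RGS4 induction, 30 min dye load 37 °C, 20 min compound RT. Also added: carbachol, ECmax concentration. Measured by: Fluo4 fluorescence kinetic imaging of calcium. Evaluation: integrated calcium ratio converted to B score.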
# TRPC6 act = mouse TRPC6 channel activation; actives 0.13% (n = 310,000); HEK293-TRPC6 membrane potential dye fluorescence; hits give high values; B-score at 10 µM;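 active = B-score of the integrated fluorescence ratio above library mean plus 3 SD, and starting fluorescence ratio within library mean plus 5 SD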;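 also: higher score means more depolarization so channel activation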
# Numbers without * were called inactive; i = inactive; · = no result given.
smiles	MrgX1 antag	SKKanGAS inh	Platelet DG rel	HIF act	RGS4 block	MrgX1 PAM	TRPC6 inh	MrgX1 ag	TRPC4 block	RGS4 act	TRPC6 act
COc1cc(/C=N/NC(=S)Nc2cccc(C(=O)O)c2)cc(OC)c1OC	i	24	-1	-0.5	i	i	i	i	i	i	i
CCS(=O)(=O)N1CCC(C(=O)NCc2ccc(OC)cc2OC)CC1	i	-8	2	-1.0	i	i	i	i	i	i	i
O=C(NCCN1CCNC1=O)C1CCC(=O)N(CCc2ccccc2)C1 (stereo not drawn)	i	17	2	-0.6	i	i	i	i	i	i	i
Cc1ccc(O)c(CCc2ccc(O)cc2)n1	i	-4	2	-0.4	i	i	i	i	i	i	i
CC(C)NC(=O)C12CC3CC(C1)CC(n1cnc(Cl)n1)(C3)C2	i	-3	-4	-0.4	i	i	i	i	i	i	i
O=[N+]([O-])c1ccccc1S(=O)(=O)N1CCN(Cc2ccc3c(c2)OCO3)CC1	i	3	-3	-0.3	i	i	i	i	i	i	i
CCCCCC(=O)NC(=S)Nc1cccc(-c2nc3ncccc3o2)c1	i	1	6	0.1	i	i	i	i	i	i	i
Cc1cc(Nc2ccc(Cl)cc2)nc(NCc2ccccc2)n1	i	12	9	-3.1	i	i	i	i	i	i	i
CN(CC(=O)Nc1ccc(Cl)c(C(F)(F)F)c1)C(=O)/C=C/c1ccco1	i	-7	-8	0.4	i	i	i	i	i	i	i
CCOC(=O)CSc1nc2sc3c(c2c(=O)n1-c1ccc(OC)cc1)CCN(C)C3	i	11	2	0.5	i	i	i	i	i	i	i
Cc1ccc(C)c(N2CCN(C(=O)C(Cc3ccccc3)n3cccc3)CC2)c1 (stereo not drawn)	i	14	6	-0.1	i	i	i	i	i	i	i
CCN(CC)CC(=O)c1ccc(-c2ccccc2)cc1	i	6	1	0.8	i	i	i	i	i	i	i
CN(C)C(=O)CCSc1nnc(-c2ccco2)o1	i	2	-8	0.6	i	i	i	i	i	i	i
C[C@H](NC(=O)c1nc[nH]c1C(=O)NC(c1ccccc1)c1ccccc1)C(=O)OCc1ccccc1	i	45	-4	-2.6	i	i	i	i	i	i	i
CCN1CCN(c2nc3c(c(=O)[nH]c(=O)n3C)n2CCCc2ccccc2)CC1	i	13	-2	-0.1	i	i	i	i	i	i	i
O=C(N/N=C/c1cccs1)c1c[nH]c2ccccc12	i	-5	3	2.0	i	i	i	i	i	i	i
CCCC(=O)OCC(=O)Nc1cc(Cl)ccc1[N+](=O)[O-]	i	-4	3	0.7	i	9.8*	i	i	i	i	i
C=CCn1c(=O)c2ccccc2n2c(SCC(=O)Nc3sc(C)c(CC)c3C(=O)OCC)nnc12	i	12	0	-0.3	i	i	i	i	i	i	i
CCOC(=O)CC1ON(C)C(=O)N1c1ccc([N+](=O)[O-])cc1 (stereo not drawn)	i	-4	3	0.1	i	i	i	i	i	i	i
Cc1ccc(S(=O)(=O)N2CCN(C(=O)COC(=O)/C=C/c3ccccc3[N+](=O)[O-])CC2)c(C)c1	i	-6	-8	0.2	i	i	i	i	i	i	i
FC(F)Oc1ccc(NC(=S)Nc2ccc3cn[nH]c3c2)cc1	i	-9	1	9.8*	i	i	i	i	i	i	i
Cc1cc(C)n2nc(-c3ccco3)nc2n1	i	-4	4	0.1	i	i	i	i	i	i	i
COc1ccc(C/C(N)=N/OC(=O)c2ccc(Cl)cc2)cc1	i	0	1	0.0	i	i	i	i	i	i	i
CCOC(=O)C1=C(C)N(C)C(=S)NC1c1ccccc1Cl (stereo not drawn)	i	1	3	1.6	i	i	i	i	i	i	i
CCOC(=O)c1ccc(NC(=O)COc2ccc(S(=O)(=O)N3CCCC3)cc2)cc1	i	-14	-4	0.1	i	i	i	i	i	i	i

# One compound at a time, as listed above. Order of values: MrgX1 antag | SKKanGAS inh | Platelet DG rel | HIF act | RGS4 block | MrgX1 PAM | TRPC6 inh | MrgX1 ag | TRPC4 block | RGS4 act | TRPC6 act
# Cc1ccc(O)c(CCc2ccc(O)cc2)n1 is listed with i | -4 | 2 | -0.4 | i | i | i | i | i | i | i
# Cc1cc(C)n2nc(-c3ccco3)nc2n1 is listed with i | -4 | 4 | 0.1 | i | i | i | i | i | i | i

# (list continues)
smiles	MrgX1 antag	SKKanGAS inh	Platelet DG rel	HIF act	RGS4 block	MrgX1 PAM	TRPC6 inh	MrgX1 ag	TRPC4 block	RGS4 act	TRPC6 act
COc1ccc(NC(=O)C2C3C=CC(C3)C2C(=O)NCc2ccco2)c(OC)c1 (stereo not drawn)	i	1	·	·	i	i	i	i	i	i	i
CC(C)(C)c1cc(CN2CCCC(O)C2)c(O)c(C(C)(C)C)c1 (stereo not drawn)	i	6	0	-0.7	i	i	i	i	i	i	i
O=C(OCC(=O)C12CC3CC(CC(C3)C1)C2)c1cnccn1	i	7	-14	-0.5	i	i	i	i	i	i	i
CCOCCc1nnc(NC(=O)Cc2ccccc2)s1	i	-2	7	-0.6	i	i	i	i	i	i	i
Cc1noc(C)c1CCC(=O)O	i	-15	1	-0.2	i	i	i	i	i	i	i
Clc1ccc(N2CCN(c3ncnc4c3oc3ccccc34)CC2)cc1	i	2	0	0.6	i	i	i	i	i	i	i
CCNC(=S)NCc1ccco1	-6.2*	-1	-4	-0.3	i	i	i	i	i	i	i
O=C(Cn1ccc2ccccc2c1=O)NCC(=O)Nc1ccc(F)cc1F	i	-28	-2	1.4	i	i	i	i	i	i	i
c1ccc(CSc2ccc(-c3ccccn3)nn2)nc1	i	-5	6	2.7	i	i	i	i	i	i	i
O=C(Nc1ccc(C(=O)N2CCOCC2)cc1)Nc1ccc(Cl)cc1Cl	i	13	-4	0.5	i	i	i	i	i	i	i
O=C(NC(=S)Nc1ccc([N+](=O)[O-])cc1O)C1CCCCC1	i	-2	-26	0.2	i	i	i	i	i	i	i
COc1cccc(OC)c1C(=O)O/N=C(\N)c1ccncc1	i	4	9	-0.1	i	i	i	i	i	i	i
CCCC(=O)Nc1ccc(C(=O)/C=C/c2ccc(SC)cc2)cc1	i	15	0	1.3	i	i	i	i	i	i	i
COc1ccc(C2CC(c3ccc(Br)cc3)=NN2C(=O)c2cccnc2)cc1 (stereo not drawn)	i	16	8	0.1	i	i	i	i	i	i	i
CCC(=O)Nc1ccc(Cl)c(-c2nc3ncccc3o2)c1	i	-2	-2	0.6	i	i	i	i	i	i	i
CC(=O)Nc1ccc2c(CSc3nncs3)cc(=O)oc2c1	i	-1	1	-0.6	i	i	i	i	i	i	i
COCCn1c(SCC(=O)Nc2cc(Cl)ccc2OC)nc2c(c1=O)SC(C)C2 (stereo not drawn)	i	2	-2	-0.5	i	i	i	i	i	i	i
CO/C([O-])=N/c1c[n+](-c2ccc(C)cc2)no1	i	-3	0	1.1	i	i	i	i	i	i	i
COc1ccc2c(c1OC)C(=O)N(c1ccc(O)cc1)C2	i	-5	3	4.9	i	i	i	i	i	i	i
O=C(Nc1ccc(F)cc1)/C(Cl)=C/c1ccccc1	i	-1	8	3.4	i	i	i	i	i	i	i
Cc1ccc(NCc2nnc3n2CCCCC3)cc1	i	-6	-5	0.6	i	i	i	i	i	i	i
COc1ccc(CN(C)C(=O)Cc2ccc(OC)c(S(=O)(=O)N3CCOCC3)c2)cc1	i	0	-11	0.4	i	i	i	i	i	i	i
CCn1cnc2sc(C(=O)Oc3ccc(Br)cc3)c(C)c2c1=O	i	12	1	0.3	i	i	i	i	i	i	i
COc1ccc(/C=N\NC(=O)c2ccccc2OC)cc1COc1c(F)c(F)c(F)c(F)c1F	i	39	-41	-0.3	i	i	i	i	i	i	i
O=C(COc1ccccc1)NC1CCCCC1	i	-10	-10	0.3	i	i	i	i	i	i	i

smiles	MrgX1 antag	SKKanGAS inh	Platelet DG rel	HIF act	RGS4 block	MrgX1 PAM	TRPC6 inh	MrgX1 ag	TRPC4 block	RGS4 act	TRPC6 act
O=C(CN1CCN(S(=O)(=O)c2ccc(F)cc2)CC1)NC1CCCC1	i	12	-59	0.0	i	i	i	i	i	i	i
COc1ccc(CCN2C(=O)CC(N3CCOCC3)C2=O)cc1 (stereo not drawn)	i	-11	2	-0.1	i	i	i	i	i	i	i
Cc1[nH]n(-c2nc(-c3ccc(Cl)cc3)cs2)c(=O)c1N=Nc1ccc(O)cc1	i	61*	-3	1.2	i	i	i	i	i	i	i
CCCCCn1c(=O)[nH]c2cc(C(=O)NCCCN3CCCCC3CC)ccc2c1=O (stereo not drawn)	i	0	2	0.4	i	i	i	i	i	i	i
N#Cc1ccccc1NC(=O)CSc1nnc(-c2ccccc2)n1-c1ccccc1	i	-1	1	0.0	i	i	i	i	i	i	i
O=C(CC(=O)Nc1ccc(F)cc1F)Nc1ccc(F)cc1F	i	5	·	0.0	i	i	i	i	i	i	i
Cc1[nH]c2ccc(F)cc2c(=O)c1SC(F)(F)C(F)F	i	3	2	-0.8	i	i	i	i	i	i	i
CCN1CCN(C(c2cccs2)C(C)NC(=O)c2cccc(OC)c2OC)CC1 (stereo not drawn)	i	-2	-8	-0.2	i	i	i	i	·	i	i
Cc1ccc(-n2nc(C)c(C(=O)O)n2)c(C)c1	i	-1	-23	·	i	i	i	i	i	i	i
COc1ccc(NC(=O)CCSc2ccc(F)cc2)cc1	i	-7	-3	3.3	i	i	i	i	i	i	i
Cc1ccc(CNCCCSc2ncccn2)cc1	i	0	-9	1.9	i	i	i	i	i	i	i
CCN(CCNC(=O)CS(=O)(=O)Cc1nc(-c2cccc(OC)c2)oc1C)c1ccccc1	i	18	6	-0.6	i	i	i	i	i	i	i
Cc1ccccc1-n1nc2c(c1NC(=O)C1CCCC1)CS(=O)(=O)C2	i	4	-50	-0.1	i	i	i	i	i	i	i
COc1cc(OC)cc(C(=O)O/N=C(\N)c2cccc(C)c2)c1	i	18	1	-29	i	i	i	i	i	i	i
Cc1c(OC(C(=O)O)c2ccccc2)ccc2c1oc(=O)c1ccccc12 (stereo not drawn)	i	10	-1	0.9	i	i	i	i	i	i	i
